Abeta yeast res: compounds reversing amyloid beta toxicity in yeast. yeast expressing A-beta42, growth rescue, OD600, 48 h; response scale: 0% DMSO, 100% iron-clioquinol control. Potency, µM (top dose mostly 46.1 µM), without a hit: at the highest dose growth rescue, usual class: activators. actives 0.063% (n = 410,000); further: nearly all actives have a fitted effect of over 55% in size
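Growth rescue measured by 600 nm absorbance after 48 h yeast culture at 30 C with compound. Values normalized between DMSO and an equimolar ferric chloride plus clioquinol control.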
FUS yeast rescue: rescues growth of FUS-expressing yeast. S. cerevisiae FUS-expressing, growth rescue, OD600, 24 h. AID 1347120. Potency, µM (titrated, usually from 76.6 µM), inactives show at the top dose growth rescue (activation), actives largely listed as activators. actives 0.24% (n = 390,000);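 further: plate controls were DMSO vehicle for no effect and reference control for full effect; nearly all actives have a fitted effect of over 55% in size; some results filed as inactive show a strong effect at the top dose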
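S. cerevisiae expressing FUS from galactose induction served as the toxicity model. Growth after 24hr at 30C, read as absorbance at 600 nm, indicates suppression of toxicity; compounds dosed at several concentrations.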
Active calls of the source: *; u = inconclusive. The call rests on the fitted dose curve; in most records, active means well fitted activation curve with a large enough effect; inconclusive means small, poorly fitted or top-dose-only effect; inactive means no such curve, though single readings can be large or run the other way. Potency means the concentration at half of the fitted maximal effect. These rows are one share of the data, so the mix of outcomes need not match the whole.

SMILES	Abeta yeast res	FUS yeast rescue
COCCNC(=O)c1cnn(-c2cccc(C)c2)c1-n1cccc1	6%	2%
Cc1ccccc1OCCCCn1c(C2CC(=O)N(c3ccccc3Cl)C2)nc2ccccc21 (centres undefined)	u	-7%
CC(C)c1ccc(NC(=O)c2ccc(Cn3nc(N4CCN(c5ccccc5)CC4)ccc3=O)o2)cc1	-15%	30%
O=C(NCc1cccc(F)c1)C1CCCN(C(=O)N2CCOc3ccccc32)C1 (centres undefined)	-8%	-20%
COc1ccc(NC(=O)c2cc(S(=O)(=O)N3CCCC(C)C3)cn2C)c(OC)c1 (centres undefined)	5%	18%
CCCOc1cccc(C(=O)Nc2cccc3cccnc23)c1	-9%	1%
Cc1ccccc1CNC(=O)c1ccc(-n2c(C)cc3c2CCCC3)cc1	-13%	40%
COc1ccc2c(c1)c(=O)c(S(=O)(=O)c1ccccc1)cn2CC(=O)Nc1ccc(C)c(Cl)c1	-3%	-13%
O=C(Cc1ccccc1)Nc1sc2c(c1C(=O)Nc1ccccc1Cl)CCCCC2	-2%	12%
O=C(Nc1ccccc1Br)c1cc(S(=O)(=O)NC2CCCCC2)ccc1F	-18%	43%
CCOc1ccc(C(=O)c2cn(CC(=O)Nc3ccc(Cl)cc3)c3cc4c(cc3c2=O)OCO4)cc1	-13%	u
O=C(CCCCn1c(=O)c2ccccc2n(Cc2ccccc2Cl)c1=O)NCc1ccc2c(c1)OCO2	4%	-14%
COc1ccc(OCC(=O)OCc2cc(=O)n3nc(C4CCCCC4)sc3n2)cc1	-1%	24%
COc1ccccc1CN1CCNC(=O)C1=O	-11%	6%
COc1ccccc1CCNC(=O)C1CCN(c2nnc(-n3cccc3CNc3ccc(C)cc3)s2)CC1	4%	u
Cc1c(C(=O)N2CCCC2)oc2c1-c1nn(CC(=O)NCc3ccccc3F)cc1CC2	-8%	20%
CCOC(=O)c1cnc2c(OC)cccc2c1N1CCN(c2ccccc2F)CC1	20%	26%
Cc1ccc(Cc2nc3ccccc3nc2SCC(=O)N2CCCc3ccccc32)cc1	1%	-8%
O=C(CSc1nc2c([nH]c3ccccc32)c(=O)n1-c1cccc(Cl)c1)NCC1CCCO1 (centres undefined)	-11%	10%
CCOc1ccc(C(c2c(O)cc(C)n(Cc3ccco3)c2=O)N2CCCCC2)cc1 (centres undefined)	5%	26%
COc1ccc(Cl)cc1NC(=O)CCCn1c(C)c2cnn(-c3ccccc3)c(=O)c2c1C	-12%	u
CCn1c(=O)n(-c2ccc3c(c2)OCO3)c2nc(-c3cc(OC)ccc3OC)nc(C(N)=O)c21	-11%	-22%
Cc1cc(=O)n2nc(N3CCC(C(=O)NCCCOC(C)C)CC3)sc2n1	-17%	2%
CC(C)(C)c1ccc(S(=O)(=O)N2CCN(Cc3noc(CCC(=O)N4CCCCC4)n3)CC2)cc1	2%	9%
Cc1ccc(Cn2cc(S(=O)(=O)c3ccccc3)c(=O)c3cc(F)c(N4CCOCC4)cc32)cc1	-3%	-10%
Cc1ccc(C(C)C)c(OCCSc2nc(-c3ccccc3F)nc3cc(=O)[nH]n23)c1	-19%	1%
O=C(Nc1cccc(Cl)c1)N1CCC(CN2CCOCC2)CC1	-2%	-22%
Cc1cc(C)c(C)c(OCC(=O)Nc2ccc(S(=O)(=O)Nc3nc(C)cc(C)n3)cc2)c1	7%	41%
COc1ccc(N2C(=O)CCSC23C(=O)N(Cc2ccc(F)cc2)c2ccccc23)cc1 (centres undefined)	4%	u
CCN(CC)C(=O)c1sc2c(c1C)c(=O)n(-c1ccc(C)c(C)c1)c(=O)n2Cc1cccc(Cl)c1	-15%	u
Cc1cc(OCC(=O)Nc2ccc(C(=O)OC3CCCCC3)cc2)cc(C)c1Cl	8%	-16%
Cc1ccc2nc(-c3ccc(N4CCOCC4)cc3)c(Nc3ccccc3C)n2c1	6%	13%
COc1ccc(OC)c(/C=C/C(=O)Nc2ccc(C(=O)OCCC(C)C)cc2)c1	8%	22%
Cc1ccc(NC(=O)CCSc2nc(-c3ccc4c(c3)OCO4)cc(C(F)(F)F)n2)cc1	-12%	-19%
Cc1ccc(C)c(NC(=O)CN(C)S(=O)(=O)c2ccc3c(c2)CCC(=O)N3)c1	0%	2%
Cc1nn(CCCC(=O)NCc2ccccc2)c(=O)c2c1sc1ccccc12	-1%	-15%
CCCCCNC(=O)CCn1c(=O)[nH]c2ccccc2c1=O	-5%	-9%
COc1ccc(Cn2ccn(CC(=O)Nc3cc(C)ccc3C)c(=O)c2=O)cc1	2%	-11%
Cc1ccc(S(=O)(=O)Nc2nc3n(n2)C(c2ccc(F)cc2)C=C(c2ccccc2)N3)cc1 (centres undefined)	-15%	-4%
COc1ccccc1OCC(=O)N(Cc1ccc(Cl)cc1)CC1CCCO1 (centres undefined)	-2%	21%
COc1cc2c(-c3ccccc3Cl)nc3c(c(C)nn3-c3ccccc3)c2cc1OC	7%	36%
Cc1nc2c(-c3ccccc3)c(C)nn2c(C)c1CCC(=O)NCc1cccc(Cl)c1	4%	-13%
Cc1ccc(C)c(NC2=C(c3ccc(C(F)(F)F)cc3)C(=O)c3ccccc32)c1	23%	3%
Cc1cc(C)cc(-n2ccn3cnnc3c2=O)c1	0%	-39%
Cc1ccc2c(CNCCc3ccc(Cl)cc3)c(C(=O)O)n(Cc3ccc(F)cc3)c2c1	-6%	18%
O=C(c1ccc(Cl)cc1)n1nc(-c2cccnc2)nc1NCc1ccc(F)cc1	12%	-4%
O=C(NCC(c1cccnc1)N1CCc2ccccc2C1)C(=O)Nc1ccccc1 (centres undefined)	20%	-3%
CCOC(=O)c1sc2ccccc2c1S(=O)(=O)N1CCN(c2cccc(OC)c2)CC1	-8%	3%
COc1ccccc1OCC(=O)Nc1nc2c(s1)CC(C)CC2 (centres undefined)	-25%	40%
Cc1ccc(N(C)C(=O)Cn2cc(S(=O)(=O)N3CCCC3)c(S(=O)(=O)N3CCCC3)c2)cc1	2%	16%
COc1ccc(CNC(=O)CCS(=O)(=O)c2cc3c4c(c2)CCN4C(=O)CC3)cc1OC	-3%	-1%
CCc1cccc(-n2c(=O)c3cccnc3n2CC(=O)Nc2ccccc2C(=O)OC)c1	3%	-10%
COc1ccccc1OCCn1c(NC(=O)c2ccccc2)nc2ccccc21	6%	-6%
COCC(=O)NCc1nc2cccnc2n1Cc1ccc(F)cc1	-12%	-15%
COc1ccc(C)c2sc(N3CCN(C(=O)c4ccco4)CC3)nc12	-4%	33%
Cc1nc(-c2ccc(S(=O)(=O)Nc3ccc(C#N)cc3)cc2)co1	-8%	15%
Cc1ccc(Cn2ccnc2SCC(=O)NCc2ccc(F)cc2)cc1	15%	30%
O=C(NCc1cccs1)c1ccc(CSc2nc3cccnc3n2Cc2ccccc2)cc1	-6%	12%
COc1ccccc1NC(=O)c1cc(S(=O)(=O)N(C)C2CCCCC2)ccc1F	-7%	29%
Cc1ccc(S(=O)(=O)c2cn(Cc3ccccc3Cl)c3ccc(F)cc3c2=O)cc1	-4%	-17%
More structures
SMILES	Abeta yeast res	FUS yeast rescue
Cc1ccc(-c2ccc(=O)n(CC(=O)Nc3ccc(F)c(Cl)c3)n2)cc1C	-1%	2%
O=C(NCc1ccc(Cl)cc1)NCc1noc2ccccc12	10%	1%
Cc1nn2c(=O)cc(COC(=O)c3cccc(NC(=O)c4ccc(F)cc4)c3)nc2s1	8%	30%
Cc1ccc(Nc2c(-c3ccc(C)cc3)nc3cnccn23)cc1	1%	u
Cc1c(Cl)cccc1NC(=O)CN1C(=O)CSc2ccc(S(=O)(=O)N3CCCC3)cc21	-13%	9%
CCOc1ccc(NC(=O)CC2C(=O)N(c3ccccc3)C(=O)N2C2CCCCC2)cc1 (centres undefined)	-1%	24%
COc1ccccc1CN1COc2ccc3c(oc(=O)c4ccccc43)c2C1	-8%	2%
Cc1cccc(C)c1OCc1nc2c3cnn(-c4cccc(F)c4)c3ncn2n1	-2%	-13%
CN(C(=O)c1c[nH]c2ccc(S(=O)(=O)Nc3cccc(C(F)(F)F)c3)cc2c1=O)C1CCCCC1	5%	23%
Cc1ccccc1C(=O)Nc1sc2c(c1C(=O)N1CCCCC1)CCC(C)C2 (centres undefined)	5%	40%
O=C(Cn1ncc2c3ccccc3n(Cc3ccccc3F)c2c1=O)NCCCc1ccccc1	-3%	-9%
CCc1cccc(C)c1NC(=O)c1cc(CN2CCCC2)on1	-21%	-9%
Cc1nc2cccnc2n1C1CCN(S(=O)(=O)c2ccc(Cl)cc2)CC1	10%	13%
O=C1CC(c2ccc(F)cc2F)c2cc3c(cc2N1)OCO3 (centres undefined)	-3%	22%
Cc1cc(=O)c2cc(C(=O)Nc3ccccc3C)ccc2[nH]1	-4%	-11%
CCOc1ccc(NC(=O)C(=O)NCC(c2cccnc2)N2CCc3ccccc32)cc1 (centres undefined)	4%	8%
COc1ccccc1C(=O)Nc1cc2c(cc1N1CCOCC1)n(C)c(=O)n2C	-10%	0%
COc1ccc(-n2c(C)nc3c(cnn3-c3ccc(F)cc3)c2=O)cc1	-3%	-11%
Cc1nn2c(=O)cc(COC(=O)c3ccccc3NC(=O)COc3ccccc3C)nc2s1	-9%	-7%
COc1ccc(-c2cc(OC(=O)c3cccc(C)c3)c3c(C)oc(C)c3c(=O)c2)cc1	14%	u
CCOCN(C(=O)CSc1nc2ccccc2[nH]1)c1c(C)cccc1CC	-10%	20%
CC(C)c1ccc(OCc2cc(=O)n3c(-c4ccccc4)csc3n2)cc1	-1%	u
Cc1ccccc1Cn1c(CN2CCC(C(=O)NCc3ccc(Cl)cc3)CC2)cc2ccccc21	u	23%
COC(=O)c1c(NC(=O)CCCOc2cccc(C)c2)sc2c1CCC(C)C2 (centres undefined)	-24%	-18%
Cc1ccccc1OCC(=O)N1CCC(c2nc3ccccc3s2)CC1	-18%	36%
CC(CNC(=O)c1ccc(Cn2c(=O)c3cccn3c3cccnc32)cc1)c1ccccc1 (centres undefined)	6%	-13%
Cc1ccc(Nc2sc(C(=O)c3ccccc3)c(N)c2C(N)=O)cc1	0%	17%
CCOC(=O)c1c(S(=O)(=O)N2CCCC(C(=O)NCc3ccc(Cl)cc3)C2)c(C)n(C)c1C (centres undefined)	-2%	7%
CCc1nn(CC(=O)N2CCC(C)CC2)c(=O)c2cc3occc3n12	-16%	8%
O=C(COCc1cc(-c2cccs2)on1)Nc1cc(Cl)ccc1O	-28%	-6%
COc1ccc(C)c2sc(N(Cc3cccnc3)C(=O)COc3ccccc3)nc12	20%	13%
COc1cc2c(cc1OC)C(COc1cc(C)cc(C)c1)N(C(=O)C(C)(C)C)CC2 (centres undefined)	-6%	u
COC(=O)C1CCN(C(c2ccccc2)c2sc3nc(-c4ccco4)nn3c2O)CC1 (centres undefined)	2%	14%
CCOC(=O)c1c(C)n(S(=O)(=O)c2ccc(C)cc2)c2ccc(NS(=O)(=O)c3ccc(C)cc3)cc12	-6%	u
Cc1c(NC(=O)c2nc3ccccc3n(C)c2=O)cccc1[N+](=O)[O-]	-13%	-16%
CCOCCCNC(=O)C(c1ccccc1)N(Cc1ccc2c(c1)OCO2)C(=O)c1ccc(NC(C)=O)cc1 (centres undefined)	-15%	15%
Cc1ccc(CN2C(=O)c3ccccc3C2C(=O)NC2CCCCCC2)cc1 (centres undefined)	5%	9%
COc1cccc(-c2nc(SCC(=O)NCC3CCCO3)c(-c3ccc(F)cc3)[nH]2)c1 (centres undefined)	-11%	16%
CCc1ccccc1NC(=O)Cn1nc(CC)n2c(cc3sccc32)c1=O	-3%	-25%
Oc1ccc(Cl)cc1Nc1nc2ccccc2n2cnnc12	-14%	2%
O=C(CCn1c(=O)c2ccccc2n(Cc2ccc(F)cc2Cl)c1=O)NCc1ccc2c(c1)OCO2	1%	5%
O=C1C(c2cccc(Br)c2)N(CCc2ccccc2)C(=O)CN1C1CCCCC1 (centres undefined)	-2%	19%
Cc1ccc(C(=O)Nc2nnc(S(=O)(=O)N3CCc4ccccc43)s2)cc1	-3%	1%

Assay outcomes (PubChem)
